# TDP1 cell noCPT: qHTS for Inhibitors of human tyrosyl-DNA phosphodiesterase 1 (TDP1): qHTS in cells in absence of CPT. DT40 Tdp1-/- hTDP1 cells, no CPT, ATP luminescence, 48 h. Potency, µM (series often up to 46.2 µM), for the others: at the highest dose activity change, negative = growth inhibition, actives largely listed as inhibitors. 15% of 420,000 active. AID 686978, 2013; also: nearly all actives have a fitted effect of over 55% in size
#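 Chicken DT40 Tdp1-/- cells stably complemented with human TDP1 were seeded at 400 cells/well with DMSO in place of 20 nM camptothecin. After compound pinning, cells grew at least 48 hr at 37 °C; viability read by CellTiter-Glo luminescence.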
# DT40 TDP1 CPT: DT40-hTDP1 cell growth loss with CPT. chicken DT40 Tdp1-/-;hTDP1 cells + 20 nM CPT, ATP luminescence, 48 h. Potency, µM (highest dose often 46.2 µM), for the others: top-dose activity change, negative = growth inhibition, usual class: inhibitors. 12% of 420,000 active. AID 686979; also: nearly all actives have a fitted effect of over 55% in size
#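 Cell growth measured by CellTiter-Glo luminescence after a minimum 48 h, 37 C compound exposure with 20 nM CPT in Tdp1-knockout DT40 cells stably expressing hTDP1, seeded 400/well; qHTS titration format.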
# TDP1 inh: blocks human tyrosyl-DNA phosphodiesterase 1. Q9NUW8. recombinant TDP1, AlphaScreen DNA substrate cleavage. Potency, µM (titrated, usually from 130 µM), for the others: at the highest dose activity change, negative = inhibition, most hits filed as inhibitors. 0.28% of 350,000 active. AID 485290; also: nearly all actives have a fitted effect of over 40% in size
# Target sequence (Q9NUW8 whole entry, looked up): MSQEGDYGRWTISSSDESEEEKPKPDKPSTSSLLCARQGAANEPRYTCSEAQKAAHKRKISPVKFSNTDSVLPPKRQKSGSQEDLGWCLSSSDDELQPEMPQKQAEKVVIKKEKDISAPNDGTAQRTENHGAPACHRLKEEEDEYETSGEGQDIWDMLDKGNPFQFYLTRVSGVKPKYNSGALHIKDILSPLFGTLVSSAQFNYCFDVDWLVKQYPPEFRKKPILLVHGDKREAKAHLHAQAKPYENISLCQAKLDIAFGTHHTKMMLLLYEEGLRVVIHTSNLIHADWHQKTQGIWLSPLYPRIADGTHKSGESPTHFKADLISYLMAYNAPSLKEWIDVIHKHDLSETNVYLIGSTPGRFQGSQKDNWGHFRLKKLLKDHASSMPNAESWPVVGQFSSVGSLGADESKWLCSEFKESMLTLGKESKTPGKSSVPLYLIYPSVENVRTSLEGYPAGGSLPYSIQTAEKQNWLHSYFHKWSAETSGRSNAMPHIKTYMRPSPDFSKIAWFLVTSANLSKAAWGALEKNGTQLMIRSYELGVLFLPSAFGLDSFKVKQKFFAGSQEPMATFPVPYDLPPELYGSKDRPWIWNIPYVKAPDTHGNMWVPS
#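 Recombinant human Tdp1 (E. coli-expressed, 1 nM final) preincubated with compounds 15 min at room temperature, then 5'-biotin/3'-phosphotyrosine-FITC DNA substrate (15 nM final) added for 5 min. AlphaScreen beads (10 ug/ml final) added 10 min; cleavage lowers signal.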
# The depositor's hits bear a star; ? = inconclusive; / = no result given; & = joins results of further samples; ! = not confirmed by another sample; [ ] = another dose, or the depositor's remark. Calls follow the shape of the dose curve; as a rule, active = well fitted curve in the direction sought with a large enough effect; inconclusive = small, poorly fitted or top-dose-only effect, or another doubt; inactive = no such curve, though single readings can be large; an effect the other way counts as inactive or inconclusive. % is scaled to controls: 0 for no effect and ±100 for the full control effect; potency is read from the fitted curve at half-maximal effect. Not a hit list; about 18% have a hit in one of these screens.
SMILES,TDP1 cell noCPT,DT40 TDP1 CPT,TDP1 inh
O=C(CN1C(=O)/C(=C/c2ccc(C(F)(F)F)cc2)Sc2ccccc21)NCCCN1CCOCC1,?,26µM*,4%
CC(=O)Nc1ccc(S(=O)(=O)Nc2nc(C)cc(-n3nc(C)cc3C)n2)cc1,0%,-5%,7%
CCOc1cc(S(=O)(=O)N2CCN(Cc3ccccc3)CC2)ccc1Br,?,?,1%
c1cnc(Oc2ccc(-c3nnco3)cc2)cn1,-2%,-20%,6%
CN1CCN(C(=O)c2cc(Cl)ccc2NC(=O)c2ccc(Cl)cc2Cl)CC1,13%,4%,-2%
C[C@@H]1CN([C@H](C)CO)C(=O)c2cc(NC(=O)Nc3cccc4ccccc34)ccc2O[C@H]1CN(C)Cc1ccc(C(F)(F)F)cc1,8.2µM*,10µM*,4%
CCCc1c(C(=O)N/N=C(\C)CCc2ccccc2)nnn1-c1nonc1N,11%,-8%,4%
COc1ccccc1C1(CC(=O)N2CCCCC2)CCOC(C(C)C)C1 (configuration not stated),23µM*,23µM*,3%
Cc1ccc(N2CC(C(N)=O)CC2=O)cc1 (configuration not stated),7%,-3%,-1%
CN1CCN(S(=O)(=O)c2cccc(S(=O)(=O)c3ccc(Cl)c(Cl)c3)c2)CC1,?,?,3%
O=C(Nc1ccccc1)/C(=C/c1ccccc1)c1ccccc1,12µM*,?,6%
CCCN1CCN(CCNC(=O)Nc2cc(C)ccc2C)CC1,-19%,-6%,/
O[C@@H]([C@H](O)[C@H](O)CBr)[C@H](O)CBr,12µM*!,18µM*!,-2%
CCN1CCOC(CC(=O)Nc2cccc([N+](=O)[O-])c2)C1=O (configuration not stated),?,?,/
C[C@H]1Cn2cnc(C(=O)Nc3ccccc3)c2C(=O)N1,-26%,-10%,/
COc1ccc(S(=O)(=O)NCCc2ccncc2)cc1,5%,-1%,/
COc1ccc2[nH]c(=O)c(CN(CCN3CCCC3)C(=O)Nc3ccccc3Cl)cc2c1,?,?,2%
O=S(=O)(c1cccs1)N1CCN(c2ccc(Cl)cc2)CC1,-23%&-19%,6%&-5%,-2%&6%
Cc1ccc(NC(=O)C(=O)NCC2(c3ccccc3)CCCC2)cc1C,-17%,?,0%
Cc1cccc2c(SCC(=O)NCC3CCCO3)nc(-c3ccc(F)cc3)nc12 (configuration not stated),-11%,-15%,-5%
COc1ccc(/C=C/C(=O)NC(=S)Nc2ccc(S(=O)(=O)Nc3cc(C)on3)cc2)cc1,-17%,-7%,10%
COc1ccc(C)cc1NC(=O)C1CCCN(S(=O)(=O)c2ccc3[nH]c(=O)ccc3c2)C1 (configuration not stated),?,?,8%&0%
Cc1ccc(S(=O)(=O)N2CCCN(C(C)c3nc4ccccc4c(=O)[nH]3)CC2)cc1 (configuration not stated),?,?,1%
NS(=O)(=O)c1ccc(NC(=S)N2CCc3ccccc32)cc1,-17%,-29%,-3%
CCn1c(C)nc2cc(C(=O)NNC(=S)Nc3ccccc3)ccc21,2%,-6%,6%
Cc1cc2oc(=O)cc(CN3CCCCC3)c2cc1O,?,?,/
O=C(N/N=C/c1sc2ccccc2c1O)c1cccc2ccccc12,5.2µM*,2.6µM*,8%
CC(C)(C)C(=O)Nc1nnc(CC(=O)NCc2ccccc2)s1,-14%,-14%,1%
CCN(CC)C(=O)c1cn(-c2cccc(OC)c2)c(=O)c2ccccc12,18%,-9%,/
CCCCCCOC(=O)CCn1[nH]c(=O)c2ccccc2c1=O,-28%,-29%,-3%
CN(C)[C@@H]1CCC[C@H]1OC(=O)C(c1ccccc1)c1ccccc1,?,-23%,-2%
N=c1oc2cc(O)ccc2cc1C(=O)Nc1nc2ccccc2s1,-28%,5%,3%
Cc1ccc(OCC(=O)N/N=C/C=C/c2ccco2)c(Br)c1,?,18µM*,4%
O=C(N/N=C/c1cc2ccccc2nc1Cl)/C(=C/c1cccs1)NC(=O)c1ccccc1,?,23µM*,-13%
Cc1nn(C)c(C)c1S(=O)(=O)N1CCC(C(=O)Nc2ccc3c(c2)OCCO3)CC1,-9%,-13%,3%
CC(C)c1ccc(NC(=O)C2(C)Cc3c(-c4cccc(C(F)(F)F)c4)ccnc3O2)cc1 (configuration not stated),?,16µM*,/
Cc1cccc(-c2ncc(CN3CCN(CCC(C)C)C(CCO)C3)cn2)c1 (configuration not stated),-20%,10%,/
COc1ccc2oc(C(=O)NCC(c3ccco3)N(C)C)c(C)c2c1 (configuration not stated),-8%,-2%,3%[0.505 µM]
CNC(=O)C1CC(=O)N(c2ccc(OCC(=O)Nc3ccccc3C)cc2)C1 (configuration not stated),13%,7%,-5%
CC(Sc1nnc(COc2ccc([N+](=O)[O-])cc2)n1-c1ccccc1)C(=O)O (configuration not stated),-7%,1%,0%

# Some of the entries so far, tab-delimited:
SMILES	TDP1 cell noCPT	DT40 TDP1 CPT	TDP1 inh
CNC(=O)C1CC(=O)N(c2ccc(OCC(=O)Nc3ccccc3C)cc2)C1 (configuration not stated)	13%	7%	-5%
CC(Sc1nnc(COc2ccc([N+](=O)[O-])cc2)n1-c1ccccc1)C(=O)O (configuration not stated)	-7%	1%	0%

# New compounds follow
SMILES,TDP1 cell noCPT,DT40 TDP1 CPT,TDP1 inh
Cn1c(CCC(N)=O)nnc1SCC(=O)Nc1cc(S(=O)(=O)N2CCCC2)ccc1Cl,1%,6%,-1%
CC(C)(C)OC(=O)N1CCCN(C(c2cc3ccccc3o2)c2nnnn2C(C)(C)C)CC1 (configuration not stated),?,?,/
COC(=O)/C=C1/SC(=NC(=O)c2ccc(OC)cc2)NC1=O,?,?,3%
CCc1c(C#N)c(SCCC(=O)Nc2ccc(F)cc2)nc2c1C(=O)CC(C)(C)C2,?,16µM*,-1%
O=C(Cc1ccc(OCCc2ccccc2)cc1)NO,?,?,/
O=C(Nc1cc(-c2cccc(Cl)c2)nn1-c1ccccc1)c1ccccc1F,?,16µM*,0%
Cc1cc(C)n2nc(C(=O)Nc3ccn(Cc4ccccc4C)n3)cc2n1,-25%,-18%,4%
O=C(COC(=O)c1c(F)cccc1F)Nc1ccccc1OC(F)F,-4%,-2%,4%
Cc1ccccc1N(CC(=O)NCCc1ccccc1)C(=O)c1csnn1,-6%,-5%,/
O=C(NN1C(=O)C2C3C=CC(C4CC34)C2C1=O)c1ccccc1Cl (configuration not stated),6%,4%,3%

# The last 3 entries of the section before open the next one.
SMILES,TDP1 cell noCPT,DT40 TDP1 CPT,TDP1 inh
O=C(COC(=O)c1c(F)cccc1F)Nc1ccccc1OC(F)F,-4%,-2%,4%
Cc1ccccc1N(CC(=O)NCCc1ccccc1)C(=O)c1csnn1,-6%,-5%,/
O=C(NN1C(=O)C2C3C=CC(C4CC34)C2C1=O)c1ccccc1Cl (configuration not stated),6%,4%,3%
COC(=O)/C=C/COc1ccccc1[N+](=O)[O-],13µM*,9.2µM*,-12%
CCOC(=O)Cn1c(=O)c2c(nc(Br)n2CC(=O)OCC)n(C)c1=O,-5%,-6%,3%
COc1cccc(C(=O)Nc2ccc(NC(=O)C3CC3)nc2)c1,-10%,11%,-2%
Cc1ccc(NC2=NC(=S)N(CC#N)C23CCCCC3)cc1,?,-17%,2%
O=C(Nn1cnnc1)c1ccc(OC(F)(F)C(F)C(F)(F)F)cc1 (configuration not stated),13%,-12%,/
Cc1ccc(C(O)(C(=O)NNc2ccc3ccccc3n2)c2ccc(C)cc2)cc1,?,?,11%&0%
Cc1ccc(NC(=O)Cn2cnc3c(OCc4ccccc4)ncnc32)cc1C,-18%,-10%,0%
CCCCCCn1c(=O)n2n(c1=O)C[C@]1(OC(=O)NC3CCCC3)CN(S(=O)(=O)c3ccc(C)cc3)C[C@]1(O)C2,23µM*,?,/
O=C(NC1CCCCC1)c1cc([N+](=O)[O-])[nH]n1,18µM*,?,0%
O=c1c(Cc2c(F)cccc2Cl)c(O)ccn1CCCN1CCOCC1,-5%,3%,0%
COc1ccc(C)cc1S(=O)(=O)NCCC1=CCCCC1,?,-19%,2%
O=C(CCc1nnc(Cc2cccc(C(F)(F)F)c2)o1)NCCc1ccccc1F,?,?,/
CCc1ccc(NC(=O)N[C@H](C(=O)O)C(C)CC)cc1 (some centres not stated),?,-3%,-1%
Cc1nn(-c2ccccc2)c(N)c1C1(O)C(=O)Nc2ccc([N+](=O)[O-])cc21 (configuration not stated),8%,5%,3%
Cc1cnc(CNC(=O)c2ccc3oc(Cc4ccccc4)nc3c2)[nH]1,5%,2%,4%
COc1ccc(N2C(=O)CC(N3CCN(c4ccc(C(=O)c5cccnc5)cc4)CC3)C2=O)cc1 (configuration not stated),-11%,0%,9%
COc1ccc(C2C(C(=O)c3sc(C)nc3C)=C(O)C(=O)N2CCCn2ccnc2)cc1 (configuration not stated),6%,-4%,/
O=C(Nc1cccc(S(=O)(=O)N2CCCC2)c1)c1ccncc1,-29%,?,4%
C/C(=N\NC(=O)C(=O)Nc1ccc(C)cc1)c1ccncc1,9.2µM*,?,7%
COc1cccc(S(=O)(=O)NCc2ccc(C(=O)N3CCN(Cc4ccccc4)CC3)cc2)c1,-24%,?,2%
CC(C)NC(=S)NN(c1ccccc1)c1ccccc1,?,?,4%
CCOc1c(Nc2cccc(Cl)c2)c(=O)c1=O,-14%,0%,-2%
Cc1cc(=O)oc2cc(OC(C)C(=O)NCC3CCC(C(=O)O)CC3)c(Cl)cc12 (configuration not stated),-17%,-1%,/
O=C(Nc1cc(C(F)(F)F)ccc1-n1cncn1)c1ccc(Br)cc1,-19%,0%,2%
COc1cc(C(=O)NCc2ccc(OCCN(C)C)cc2)cc(OC)c1OC,15%,3%,9%&5%[56.1 µM]
COCCCNC(=S)NC1CC2CCC(C1)N2Cc1ccccc1 (configuration not stated),?,-7%,-4%
COc1ccccc1NS(=O)(=O)c1cc(C(=O)NCc2cccnc2)ccc1C,?,0%,-3%[0.505 µM]
COc1cccc(NC(=O)COc2ncnc3sc(C)c(C)c23)c1,-8%,10%,7%
C(#CCN1CCCC1)CC(c1ccccc1)c1ccccc1,16µM*,?,9%
Cc1ccc(Cn2c(=O)c3c(nc4n3CCN4c3cc(C)cc(C)c3)n(C)c2=O)cc1,-12%,0%,0%

# Structural class: the entries above with an NH in an aromatic ring
SMILES,TDP1 cell noCPT,DT40 TDP1 CPT,TDP1 inh
COc1ccc2[nH]c(=O)c(CN(CCN3CCCC3)C(=O)Nc3ccccc3Cl)cc2c1,?,?,2%
COc1ccc(C)cc1NC(=O)C1CCCN(S(=O)(=O)c2ccc3[nH]c(=O)ccc3c2)C1 (configuration not stated),?,?,8%&0%
Cc1ccc(S(=O)(=O)N2CCCN(C(C)c3nc4ccccc4c(=O)[nH]3)CC2)cc1 (configuration not stated),?,?,1%
CCCCCCOC(=O)CCn1[nH]c(=O)c2ccccc2c1=O,-28%,-29%,-3%
O=C(NC1CCCCC1)c1cc([N+](=O)[O-])[nH]n1,18µM*,?,0%
Cc1cnc(CNC(=O)c2ccc3oc(Cc4ccccc4)nc3c2)[nH]1,5%,2%,4%

# Continuation:
SMILES,TDP1 cell noCPT,DT40 TDP1 CPT,TDP1 inh
Cc1noc(C)c1COc1cccc(C(=O)NCCc2c[nH]c3ccccc23)c1,21µM*,13µM*,3%
COC(=O)c1cc(OC)c(OC)cc1NC(=S)NC(=O)c1ccco1,10µM*,21µM*,1%
COc1ccc(OC)c(CN2C(=O)CSCC2(C)C(=O)NCc2ccccc2)c1 (configuration not stated),-26%,20%,/
CCN(CC(=O)Nc1ccc2c(c1)OC(F)(F)O2)Cc1nc2ccccc2c(=O)[nH]1,?,?,5%
COc1ccc(C(=O)COC(=O)CCCC(=O)Nc2cc(C(F)(F)F)ccc2Cl)cc1,-27%,-18%,/
COc1cccc(CN2CCCC(C(=O)Nc3ccc(-c4cscn4)cc3)C2)c1 (configuration not stated),?,?,5%
O=C(c1cc(-c2ccco2)nc2ccccc12)N(Cc1nnc(-c2ccc(Cl)cc2)o1)C1CC1,?,?,-4%
COc1ccc(-c2csc3nc(-c4ccc(Cl)cc4)oc(=O)c23)cc1,-3%,-1%,/
CCCN(CCC)C(=O)Cc1coc2ccc3ccccc3c12,18µM*,?,2%
COc1ccc(Cl)cc1-c1cc(C(=O)NCc2cc(C(F)(F)F)cc(C(F)(F)F)c2)[nH]n1,15µM*,?,/
CCOC(=O)C1CCCN(Cc2nc(CC3CC3)no2)C1 (configuration not stated),5%,2%,/
CCOC(=O)c1oc2ccccc2c1COC(=O)CNC(=O)c1ccccc1F,-24%,-3%,/
CC1(C(=O)Nc2ccc(Cl)c(Cl)c2)CCN1C(=O)Cc1ccc(-c2ccccc2)cc1 (configuration not stated),18µM*,15µM*,/
COc1ccccc1C/C(N)=N/OC(=O)COc1cccc(C)c1,-29%,-26%,-8%
CCOc1ccc(-c2c(C)nn3c(C)c(C(=O)Nc4cccc(Cl)c4C)cnc23)cc1OCC,?,?,3%
COc1ccc(NC2=CC(=O)N(C)C2=O)cc1,3%,19%,5%
